S1P3 antagonist = S1P3 receptor antagonists, primary screen, cell-based | inhibition, % at 4.98 µM | actives 0.27% (n = 170,000) | CHO S1P3 NFAT-BLA reporter, FRET fluorescence, antagonist mode | AID 485, 2006;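 active = inhibition above the plate cutoff, the mean inhibition of test wells on that plate plus 3 SD, cut at about 28% in these data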;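 also: cells challenged with S1P at its EC80 of 0.8 µM; blue over green emission ratio from cleaved BLA substrate after 4 h stimulation; 0% = S1P-stimulated wells and 100% = unstimulated DMSO-only wells; some compounds past the cut are filed as inactive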
Target sequence (Q99500 whole entry, looked up): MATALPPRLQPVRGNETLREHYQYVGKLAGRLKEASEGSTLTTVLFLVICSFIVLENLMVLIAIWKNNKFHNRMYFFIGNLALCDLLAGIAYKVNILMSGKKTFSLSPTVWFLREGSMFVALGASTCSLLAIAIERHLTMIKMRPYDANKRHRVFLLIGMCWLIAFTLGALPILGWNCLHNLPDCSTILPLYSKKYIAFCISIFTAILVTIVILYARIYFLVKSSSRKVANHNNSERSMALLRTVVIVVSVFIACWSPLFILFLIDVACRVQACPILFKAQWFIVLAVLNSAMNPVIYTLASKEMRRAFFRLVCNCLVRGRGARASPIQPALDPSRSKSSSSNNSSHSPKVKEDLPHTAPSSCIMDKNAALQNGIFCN
Diaphorase act = compounds boosting diaphorase resazurin reduction – biochemical, uHTS, resorufin fluorescence, counter-screen for diaphorase-coupled primary assays, primary screen; Diaphorase/resazurin coupled assay, 16 min; active compounds read high; 1 = vehicle wells, 0 = NADH-free wells; actives 0.005% (n = 190,000); AID 1229, 2008; activation factor at 20 µM;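 active = diaphorase activity raised at least twofold by the compound at 20 µM; inactive = activation factor below 2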
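Material: purified diaphorase enzyme from Clostridium kluyveri / Medium: HEPES pH 7.4 buffer with MgCl2 and Tween 20 / Schedule: enzyme reaction of 16 min at room temperature / Measured by: resorufin fluorescence, excitation 544 nm, emission 590 nm / Evaluation: rise in resorufin formation, marking diaphorase activation or chemical reduction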
TLR4-MyD88 BLA = inhibitors of TLR4-MyD88 association in cells, primary screen, cell-based, HeLa CL3-4, BLA complementation, FRET ratio; HeLa CL3-4 TLR4/MyD88 BLA complementation; inhibition, % at 8.4 µM; actives 0.18% (n = 200,000); AID 861, 2007; in the data active = inhibition above about 25%;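 also: 0% = vehicle and 100% = reference inhibitor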
Hsp70 act = Hsp70 transcriptional activators, primary screen, cell-based, HeLa, Hsp70 promoter luciferase, luminescence, 10 µM; HeLa Hsp70 promoter luciferase reporter; scaled: vehicle 0, proteasome-inhibitor control 100%; activation, % at 10 µM; actives 0.04% (n = 200,000); AID 1203, 2008;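 active = activation above the mean across all tested compounds plus 3 SD, cutoff set per campaign, cut at about 5.5% in these data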;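 also: 100% = MG132 at 30 µM as the positive control and 0% = DMSO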
L major viab = Leishmania major promastigote growth inhibition, primary screen; Leishmania major promastigotes, resazurin fluorescence viability; inhibition, % at 10 µM; actives 9% (n = 200,000);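 also: promastigotes grown with compound for 44 hours at 28 °C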
RAM inhibit = inhibitors of the yeast RAM network, primary screen, dse1pr::URA3 reporter, 5-FOA selection | inhibition, % at 50 µM | S. cerevisiae dse1pr::URA3 reporter, 5-FOA growth OD615, 2 d; analog-sensitive cbk1-as2 kinase mutant strain | actives 1.8% (n = 190,000);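 active = inhibition above a set limit, 3 SD over mean compound inhibition, cut at about 8.4% in these data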;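 also: 0% = DMSO-only wells with no growth and 100% = 10 µM 1-NA-PP1 full growth; inhibition rescues growth on 5-FOA so higher OD means more RAM inhibition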
PMI act hi M6P = human PMI activators, high substrate, primary screen, biochemical, fluorescence intensity, near-saturating mannose 6-phosphate; coupled PMI enzyme assay, resazurin fluorescence, 20 min; active compounds read high; 1 = untreated enzyme, 0 = substrate-free blank; activation factor at 20 µM; actives 0.34% (n = 190,000); AID 1216, 2008;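 active = activation factor of 2 or more at 20 µM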
Target sequence (P34949 whole entry, looked up): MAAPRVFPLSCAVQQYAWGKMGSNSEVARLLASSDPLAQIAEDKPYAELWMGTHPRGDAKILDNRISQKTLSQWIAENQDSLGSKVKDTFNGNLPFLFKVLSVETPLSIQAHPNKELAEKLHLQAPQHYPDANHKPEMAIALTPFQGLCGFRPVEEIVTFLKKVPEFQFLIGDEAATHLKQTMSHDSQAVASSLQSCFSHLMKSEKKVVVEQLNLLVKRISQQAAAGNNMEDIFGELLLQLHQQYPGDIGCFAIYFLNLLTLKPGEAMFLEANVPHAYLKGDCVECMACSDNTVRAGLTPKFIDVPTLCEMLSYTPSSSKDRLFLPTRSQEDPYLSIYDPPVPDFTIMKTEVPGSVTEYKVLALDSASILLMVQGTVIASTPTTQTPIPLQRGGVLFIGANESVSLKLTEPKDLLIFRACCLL
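Material: human phosphomannose isomerase with PGI, G6PDH, diaphorase coupling enzymes. Quantity: 15 ng/mL PMI. Medium: HEPES pH 7.4 buffer with MgCl2 and Tween-20. Reagent: Near-saturating mannose-6-phosphate, 1.0 mM. Compound: 20 µM single dose. Times: enzyme reaction with compound 20 min at room temperature. Detection: resorufin fluorescence at Ex 544/Em 590 nm.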
Diaphorase inh = diaphorase inhibitors and chemical oxidizers, primary screen, counter-screen for diaphorase-coupled primary assays, biochemical, uHTS, resorufin fluorescence; AID 1217, 2008; actives 0.69% (n = 190,000); inhibition, % at 20 µM; diaphorase resazurin-to-resorufin fluorescence, NADH, 16 min; bacterial (C. kluyveri) enzyme, not human;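 active = primary screen inhibition at 20 µM above a set limit, cut at about 50% in these data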;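 also: plate controls were DMSO with full reaction for no effect and wells lacking NADH for full effect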
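Assay system: diaphorase enzyme from Clostridium kluyveri; Input: enzyme working solution with 0.14 U/mL diaphorase; Timing: 16 min at room temperature; Technique: resorufin fluorescence, excitation 544 nm, emission 590 nm; Benchmarks: positive control minus NADH, DMSO neutral control.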
Redox H2O2 prof = compounds producing H2O2 with reducing agent – biochemical, NIH compound library profiling, artefact control for MLSCN library redox annotation, primary screen | DTT-dependent redox cycling H2O2, phenol red/HRP absorbance; 100% = 100 µM peroxide control, 0% = buffer | activation, % at 10 µM | actives 0.03% (n = 200,000) | AID 878, 2007;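 active = activation of at least 50% relative to the plate's high and low controls in the primary single-dose screen; inactive = activation below 50%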;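 also: compound incubated with DTT at 0.8 mM final as the reducing agent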
PMI act = activators of human PMI, primary screen, biochemical, fluorescence intensity, near-Km mannose 6-phosphate. Mannose-6-phosphate isomerase (Homo sapiens), P34949. purified human PMI, coupled resazurin fluorescence, 20 min; active compounds read high; 1 = vehicle control, 0 substrate-free wells. activation factor at 20 µM. actives 0.005% (n = 190,000). AID 1214, 2008;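 active = activation factor of 2 or more at 20 µM, relative to plate controls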
G6PDH counter = L. mesenteroides G6PDH inhibitors, counter-screen for G6PDH-coupled screening assays, biochemical, Leuconostoc mesenteroides enzyme; inhibition, % at 5 µM; actives 0.12% (n = 200,000); Purified L. mesenteroides G6PDH, diaphorase/resazurin coupled fluorescence, 45 min; glucose-6-phosphate dehydrogenase [Leuconostoc mesenteroides]; AID 1020, 2008
* hit, by the source's call; x = not tested or not shown. Rule as the data show it, unless noted: active = inhibition above about 50%; inactive = the rest. Not a hit list. Share with any hit: about 12%.

SMILES	S1P3 antagonist	Diaphorase act	TLR4-MyD88 BLA	Hsp70 act	L major viab	RAM inhibit	PMI act hi M6P	Diaphorase inh	Redox H2O2 prof	PMI act	G6PDH counter
Cc1ccc2[nH]cc(CCNC(=O)CN3C(=O)c4ccccc4C3=O)c2c1	-3	0.9	-17	-0.2	-3	1.6	0.8	12	-0.1	0.8	21
O=C(NC(Cc1c[nH]c2ccccc12)C(=O)N/N=C/c1ccc(Cl)cc1)c1cccs1 (stereo unspecified)	-3	0.7	7	-0.2	30	0.8	0.9	33	-0.2	0.8	8
Cc1cc(C)c2c(n1)sc1c(O)cc(=O)[nH]c12	x	0.8	5	-0.2	-7	2.0	0.7	25	0.4	0.8	19
COc1ccccc1CC(=O)N1CCN(c2cccc(C(F)(F)F)c2)CC1	16	0.9	-8	0.1	5	3.4	0.9	11	-0.9	0.9	8
CCOc1nc(C)ccc1-c1noc(CC)n1	x	0.8	-9	0.2	0	-0.2	0.9	17	1.8	0.9	5
CC(C)OC(=O)CC(=O)CSc1nc(-c2ccc(F)cc2)cc(-c2ccccc2)c1C#N	-11	0.9	-12	-0.4	2	14*	1.1	8	2.0	1	-20
Cc1cccc(Cn2cc(SCC(=O)Nc3nccs3)c3ccccc32)c1	x	0.8	1	-0.2	-6	2.7	0.9	18	-1.2	0.9	7
O=C(c1ccc2c3c(cccc13)CC2)N1CCN(c2ncccn2)CC1	-34	x	4	0.1	39	x	x	x	2.1	x	x
Cn1c(=O)c2c(ncn2CC(=O)OCC(=O)NC2CCCc3ccccc32)n(C)c1=O (stereo unspecified)	-14	0.9	-5	0.0	-6	0.3	0.9	14	-3.3	0.9	-8
Cc1cc(C)c(C(=O)CSc2nnc(-c3ccccc3Br)o2)cc1C	-11	0.9	4	-0.5	-2	3.0	0.9	15	2.9	0.9	-42
CC(c1ccco1)N(C(=O)C12CC3CC(CC(C3)C1)C2)c1ccccn1 (stereo unspecified)	4	0.8	-14	-0.1	0	0.9	0.9	16	0.9	0.9	1
COc1ccc(CCNC(=O)COc2ccc(S(=O)(=O)NC(C)C)cc2)cc1OC	-3	1	3	-0.2	-3	1.3	1.1	-3	-1.6	1.1	7
CC1=NCCN1S(=O)(=O)c1ccccc1[N+](=O)[O-]	-20	0.9	-3	0.2	0	3.1	0.9	9	0.3	1	7
Cc1cccc2c1-c1sc(C(=O)Nc3nccs3)cc1CO2	x	0.9	-13	-0.1	24	3.2	0.9	11	-1.4	0.9	8
COC(=O)c1c(NC(=O)COC(=O)[C@@H](NS(=O)(=O)c2ccccc2)C(C)C)sc2c1CCC2	13	0.7	-7	-0.4	13	3.6	1.1	27	0.0	1	-21
CC(=O)c1cccc(NC(=S)NCc2ccco2)c1	-7	x	3	-0.4	2	0.7	x	x	-0.2	x	9
CN(C)CCN1C(=O)C(=O)/C(=C(/O)c2ccc(F)cc2)C1c1ccccc1F (stereo unspecified)	15	0.9	-3	-0.4	-7	-0.1	1	6	-2.9	1.1	8
CCOc1ncccc1C(=O)NCc1cccc(OC)c1	-3	1	3	-0.1	40	-0.9	0.9	1	-0.3	1	-12
CCOC(=O)c1c(-c2cccc(N)c2)cn2ccccc12	-1	0.9	3	-0.4	1	5.0	1	12	-0.1	0.9	5
Cc1ccc(NC(=O)c2snc3ccc(Cl)cc23)cc1C	-6	0.8	8	0.5	-7	3.5	0.9	21	-0.1	0.8	-20
CCOC(=O)c1nnc(-c2ccccc2)nc1Sc1ccccc1Cl	x	0.9	6	0.3	20	11*	1	9	0.0	1	0
CC(=O)N(Cc1ccccc1)c1ccc(C(=O)O)cc1	x	0.9	-11	-0.2	-7	2.5	1.1	5	-0.9	1.1	-2
COC(=O)c1ccc(C2/C(=C(\O)c3ccc(OC)c(C)c3)C(=O)C(=O)N2c2cc(C)on2)cc1 (stereo unspecified)	x	0.8	-7	-0.3	-11	2.8	1.1	21	0.3	1.1	1
Cc1ccc(NC(=O)C(=O)N2CCCC2)cc1Cl	-32	0.9	-6	0.1	-9	2.1	1	15	0.0	1	3
CC1CCC(=NNC(=O)Cc2cccn2C)CC1 (stereo unspecified)	-7	0.9	-8	-0.2	-10	-1.3	0.8	6	1.4	0.9	-2
Cc1cc(C)c(NC(=O)COC(=O)/C=C/c2cccs2)c(C)c1	-30	0.9	3	-0.3	-6	4.8	0.9	10	2.0	0.9	2
CCOC(=O)c1sc(NC(=O)C(C)Sc2nnc(N)s2)nc1C (stereo unspecified)	-8	0.9	-7	0.0	-3	3.0	0.8	10	-0.4	0.9	19
COc1ccc(C(=O)/C=C/c2ccc(N3CCCCC3)c([N+](=O)[O-])c2)c(OC)c1	-5	0.8	-13	-0.3	14	17*	0.8	20	3.6	0.8	-9
Cc1cc(N2CCCC2=O)c(N)cc1N	3	0.8	5	-0.4	5	1.4	1	18	2.9	0.9	12
Cc1ccc(/C(N)=N/OC(=O)Cc2cccc3ccccc23)cc1	-11	0.9	9	0.0	9	4.7	1	13	0.2	1	10

Of the compounds above, 2 contain a furan ring, fused or not.
SMILES	S1P3 antagonist	Diaphorase act	TLR4-MyD88 BLA	Hsp70 act	L major viab	RAM inhibit	PMI act hi M6P	Diaphorase inh	Redox H2O2 prof	PMI act	G6PDH counter
CC(c1ccco1)N(C(=O)C12CC3CC(CC(C3)C1)C2)c1ccccn1 (stereo unspecified)	4	0.8	-14	-0.1	0	0.9	0.9	16	0.9	0.9	1
CC(=O)c1cccc(NC(=S)NCc2ccco2)c1	-7	x	3	-0.4	2	0.7	x	x	-0.2	x	9

Carrying on:
SMILES	S1P3 antagonist	Diaphorase act	TLR4-MyD88 BLA	Hsp70 act	L major viab	RAM inhibit	PMI act hi M6P	Diaphorase inh	Redox H2O2 prof	PMI act	G6PDH counter
Cc1ccc(S(=O)(=O)N(Cc2ccccc2)Cc2ccco2)cc1	-2	0.7	3	-0.1	88*	1.1	0.8	31	-0.2	0.8	-21
O=C(NCCN1CCN(c2ccccc2)CC1)C1CCN(S(=O)(=O)c2cccc3nonc23)CC1	10	1	-3	0.2	2	-0.1	1	-2	-0.1	1	6
COc1ccc(CCNc2ccc(N3C(=O)CC(C)C3=O)cc2[N+](=O)[O-])cc1OC (stereo unspecified)	26	0.8	5	0.1	1	2.0	1	24	-0.9	1	-1
CCCC(C)NC(=O)CSc1nnc(-c2c[nH]c3ccccc23)o1 (stereo unspecified)	-17	0.9	-4	-0.3	2	-0.1	1	9	0.8	1	10
CCOc1ccc2ccccc2c1C(=O)N1CCN(c2ccccc2)CC1	40	0.9	-2	-0.1	83*	-0.1	0.8	15	2.7	0.8	-17
CCNC(=O)C1CC(=O)N(Cc2ccc3c(c2)OCO3)C(=Nc2ccc(OCC)cc2)S1 (stereo unspecified)	17	0.9	3	0.2	-3	2.5	0.9	10	2.9	0.8	-2
O=C(Nc1ccc(Cl)cc1C(F)(F)F)C(Sc1nnc(-c2cccs2)o1)c1ccccc1 (stereo unspecified)	5	0.9	3	-0.1	-6	3.6	1.1	12	0.4	0.9	19
CCCN(CC(=O)Nc1ccc(Cl)cc1Cl)C(=O)/C=C/c1cccc([N+](=O)[O-])c1	-2	0.8	-3	-0.1	29	6.1	0.9	24	-0.2	0.8	-2
Cc1cc(NCCCN2CCOCC2)n2c(nc3ccccc32)c1C#N	-48	0.8	3	-0.2	28	1.3	0.6	25	0.8	0.9	14
Cc1c(OCc2ccccc2)cccc1OCc1ccccc1	-26	0.8	5	-0.1	-1	3.1	0.9	15	1.0	0.9	14
O=C(CN1CCN(C(=O)c2cccs2)CC1)Nc1ccc(Br)cc1	-35	0.9	-8	-0.4	-5	1.7	1	8	-4.3	1	-6
NC(=O)c1cc([N+](=O)[O-])ccc1NCc1cccnc1	-31	1	-4	-0.3	36	2.5	0.9	2	-1.0	1.1	7
COCCCNC(=O)C1CCN(c2nc(C)cc(C)n2)CC1	-13	0.9	-4	0.1	-5	2.1	1	12	-1.9	1	-1
O=C1CC(c2ccccc2)CC(O)=C1C=NCc1ccccc1 (stereo unspecified)	x	0.9	-6	-0.2	21	2.4	1	8	-2.0	1	4
CN(Cc1ccon1)C(=O)CC1C(=O)NCCN1CC(C)(C)C (stereo unspecified)	-2	0.9	-19	-0.2	-5	-0.1	0.6	14	0.3	0.9	11
On1c(-c2ccccc2Cl)nc2ccccc21	-6	1	-14	-0.1	-4	1.6	0.9	0	0.3	1	0
Cc1ccc2nc(NC(=O)CSc3nncc(=O)n3N)sc2c1	-10	1	-6	0.3	-3	2.7	1.1	2	-0.1	1	4
COC(=O)Nc1cc(C(F)(F)F)ccc1N1CCN(c2ccccc2)CC1	7	0.9	11	-0.1	-5	4.9	0.8	12	0.9	0.8	7
C/C(=N/OC(=O)c1cccc(Cl)c1)c1nccs1	x	0.9	2	-0.1	-1	4.3	1	6	2.0	0.9	1
O=C(O)CCC(=O)Nc1ccccc1N1CCOCC1	0	1.1	-10	-0.3	-4	1.5	1.1	-12	1.6	1.1	-6
O=C(Nc1ccc(Cl)cc1)c1sccc1-n1cccc1	14	0.7	-13	-0.5	20	2.0	0.9	27	-1.3	0.9	-5
CCN(CC)S(=O)(=O)c1cccc(-c2nnc(SCCOc3ccc(Cl)cc3)o2)c1	2	0.8	-13	-0.6	-8	16*	0.9	23	0.3	0.8	6
O=C(COC(=O)c1ccc(Br)o1)Nc1ccc(S(=O)(=O)N2CCCC2)cc1	-5	0.7	10	0.0	-8	1.5	0.9	26	3.1	0.9	-24
CCN(CC)C(=O)C(=O)c1c(-c2ccccc2)[nH]c2ccccc12	0	1	-8	-0.4	0	-0.4	1	4	-0.3	0.9	-4
